TrxR1 inh – qHTS Assay for Inhibitors of Mammalian Selenoprotein Thioredoxin Reductase 1 (TrxR1): qHTS; Thioredoxin reductase 1, cytoplasmic (Rattus norvegicus), O89049; recombinant rTrxR1, NADPH fluorescence consumption, selenite substrate; Potency, µM (doses to about 114 µM), for inactives: at the highest dose activity change, negative = inhibition, hits mostly inhibitors; 390,000 compounds, 1% hits; note: potency is the fitted concentration of half-maximal effect; % is set by controls: 0 for no effect and ±100 for the full control effect; nearly all actives have a fitted effect of over 65% in size
Target sequence (O89049 whole entry, looked up): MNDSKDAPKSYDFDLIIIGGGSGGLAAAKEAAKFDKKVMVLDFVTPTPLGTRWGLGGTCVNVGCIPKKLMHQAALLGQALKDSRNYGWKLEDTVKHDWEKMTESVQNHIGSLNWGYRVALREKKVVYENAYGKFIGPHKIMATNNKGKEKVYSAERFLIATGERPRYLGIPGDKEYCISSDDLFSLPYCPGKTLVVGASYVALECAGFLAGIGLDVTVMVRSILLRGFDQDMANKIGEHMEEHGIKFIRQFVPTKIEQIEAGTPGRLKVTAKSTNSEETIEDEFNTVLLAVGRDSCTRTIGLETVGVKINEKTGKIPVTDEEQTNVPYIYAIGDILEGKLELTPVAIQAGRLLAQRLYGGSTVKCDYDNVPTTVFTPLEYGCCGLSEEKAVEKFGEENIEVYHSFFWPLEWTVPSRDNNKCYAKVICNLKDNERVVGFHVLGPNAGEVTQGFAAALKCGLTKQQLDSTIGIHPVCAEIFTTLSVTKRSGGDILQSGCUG
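Rat TrxR1 (90 nM in the dispensed reagent) was pre-reduced with 400 uM NADPH for 5 min at room temperature, then incubated with compound for 15 min. After 400 uM selenite was added, NADPH fluorescence (Ex 340/Em 450 nm) was followed for 8 min.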
TrxR1 substrate – qHTS Assay for Substrates of Mammalian Selenoprotein Thioredoxin Reductase 1 (TrxR1): qHTS. 390,000 compounds, 0.01% hits. Potency, µM (highest dose often 114 µM), inactives show at the highest dose activity change, negative = substrate turnover. Thioredoxin reductase 1, cytoplasmic (Rattus norvegicus), O89049. purified TrxR1 substrate turnover, NADPH consumption readout. AID 588456, 2011; note: potency is the fitted concentration of half-maximal effect; % is set by controls: 0 for no effect and ±100 for the full control effect; nearly all actives have a fitted effect of over 50% in size
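Rat TrxR1, dispensed at 90 nM, was prereduced with 400 uM NADPH (final) for 5 min at ~22 deg C, then incubated with compound 15 min before 400 uM selenite. A first-read NADPH fluorescence drop versus no-compound background flagged substrates.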
HP1b binding inh – HTS for Inhibitors of HP1-beta Chromodomain Interactions with Methylated Histone Tails; AlphaScreen HP1-beta / biotin-H3K9me3 peptide binding; Potency, µM (series often up to 114 µM), without a hit: top-dose activity change, negative = inhibition, actives largely listed as inhibitors; 390,000 compounds, 0.56% hits; AID 540317, 2011; note: potency is the fitted concentration of half-maximal effect; nearly all actives have a fitted effect of over 70% in size; inactives centre near 23
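Compound inhibition of the preformed complex between 50 nM HP1-beta and 50 nM biotinylated H3K9me3 peptide was read by AlphaScreen. Buffer was PBS pH 7.4 with 0.01% Tween-20. Incubations ran 30 min at room temperature, with 10 ug/mL donor/acceptor beads.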
mIDH1 inhibitor – qHTS for Inhibitors of mutant isocitrate dehydrogenase 1 (IDH1): qHTS | IDH1-R132H enzyme, NADPH consumption, diaphorase/resazurin fluorescence | AID 602179, 2012 | Isocitrate dehydrogenase [NADP] cytoplasmic (Homo sapiens), O75874 | Potency, µM (highest dose often 76.6 µM), for inactives: at the highest dose activity change, negative = inhibition, actives largely listed as inhibitors | 390,000 compounds, 0.093% hits; note: potency is the fitted concentration of half-maximal effect; % is set by controls: 0 for no effect and ±100 for the full control effect; nearly all actives have a fitted effect of over 65% in size
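IDH1-R132H (0.5 ug/mL) preincubated 30 min with compound, then NADPH (0.016 mM) and alpha-KG (2 mM) added; 80 min at RT, pH 7.5. Remaining NADPH coupled via diaphorase/resazurin to fluorescence (540/590 nm); concentration-response curves normalized to no-enzyme control.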
Tb PGK inh – qHTS Assay to Find Inhibitors of Phosphoglycerate Kinase; AID 602233, 2012; 380,000 compounds, 0.043% hits; PGK/GAPDH coupled, Kinase-Glo luminescence, 60 min; Potency, µM (series often up to 57.5 µM), without a hit: at the top dose activity change, negative = inhibition, usual class: inhibitors; Phosphoglycerate kinase, glycosomal (Trypanosoma brucei brucei), P07378; note: potency is the fitted concentration of half-maximal effect; % is set by controls: 0 for no effect and ±100 for the full control effect; nearly all actives have a fitted effect of over 60% in size
Target sequence (P07378 whole entry, looked up): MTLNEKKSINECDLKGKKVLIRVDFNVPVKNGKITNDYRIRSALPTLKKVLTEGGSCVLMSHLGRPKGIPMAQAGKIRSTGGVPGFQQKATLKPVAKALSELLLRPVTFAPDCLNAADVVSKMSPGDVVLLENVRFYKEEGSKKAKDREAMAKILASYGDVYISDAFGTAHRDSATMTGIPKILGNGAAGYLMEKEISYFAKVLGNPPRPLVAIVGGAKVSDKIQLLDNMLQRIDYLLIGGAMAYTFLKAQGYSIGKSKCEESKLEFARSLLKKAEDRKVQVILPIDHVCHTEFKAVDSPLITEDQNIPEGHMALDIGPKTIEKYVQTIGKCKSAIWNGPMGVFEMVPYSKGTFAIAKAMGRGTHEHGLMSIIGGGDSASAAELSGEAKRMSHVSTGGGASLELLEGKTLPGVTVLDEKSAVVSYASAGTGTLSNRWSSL
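Luminescent ATP detection (Kinase-Glo Plus) follows a 60-minute room-temperature incubation, with wells lacking PGK as controls. Buffer: 100 mM TEA (pH 7.6), 5 mM MgCl2, 0.01% Tween-20. Coupling enzyme GAPDH (100 nM final) supplies unstable 1,3-BPG in-well.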
GLS inhibitor – qHTS for Inhibitors of Glutaminase (GLS); GLS enzymatic activity, qHTS titration; Potency, µM (series often up to 45.5 µM), for inactives: at the highest dose activity change, negative = inhibition, actives largely listed as inhibitors; 410,000 compounds, 0.21% hits; AID 624170, 2012; note: potency is the fitted concentration of half-maximal effect; % is set by controls: 0 for no effect and ±100 for the full control effect
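hKGA; 45 mM KH2PO4 pH 8.2 + 0.02% Tween-20; cpd via pin tool; 1 mM Gln soln; GluOx/HRP/Amplex Red; RT 30 min; fluor. t0 & final.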
Pin1 inh – qHTS Assay to Find Inhibitors of Pin1 | Peptidyl-prolyl cis-trans isomerase NIMA-interacting 1 (Homo sapiens), Q13526 | Pin1 FP peptide displacement, HiFluor488, 10 min | 390,000 compounds, 0.009% hits | Potency, µM (doses to about 115 µM), without a hit: at the highest dose activity, negative = inhibition, usual class: inhibitors; active = well fitted inhibition curve with a large enough effect in the polarisation, with a control signal flat, not every such curve was filed as active; inconclusive = small, poorly fitted or top-dose-only effect, or effect the other way, or a change in a side signal; inactive = no such curve, though single readings can be large or run the other way; the % refers to the polarisation; note: potency is the fitted concentration of half-maximal effect; % is set by controls: 0 for no effect and ±100 for the full control effect
PI4K2A block – qHTS for small molecular inhibitors of PI4K2A. Phosphatidylinositol 4-kinase type 2-alpha (Homo sapiens), Q9BTU6. purified PI4K2A, ADP-Glo luminescence, 1 h; hits give low values. 420,000 compounds, 0.13% hits. activity change, negative = inhibition, % at 76.9 µM; in the data active = activity change below about -50%; inconclusive = mostly about -30% to -49%;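 note: -100% = wells without enzyme as full effect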
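In this quantitative HTS, ADP production by PI4K2A was quantified luminescently after 1 h at ambient temperature; 100 microM adenosine served as plate-quality control.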
USP1 inh – Inhibitors of USP1/UAF1: Primary Screen; 390,000 compounds, 0.23% hits; Ubiquitin carboxyl-terminal hydrolase 1 (Homo sapiens), O94782; recombinant USP1/UAF1, Ub-Rhodamine cleavage fluorescence; Potency, µM (doses to about 57.1 µM), for the others: at the top dose activity change, negative = inhibition, most hits filed as inhibitors; AID 743255, 2014; note: potency is the fitted concentration of half-maximal effect; % is set by controls: 0 for no effect and ±100 for the full control effect; nearly all actives have a fitted effect of over 60% in size; inactives centre near -12
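1 nM enzyme complex + cpd, 15 min RT; start with Ub-Rho 150nM final; kinetic fluorescence ex 480/em 540, 6 reads q60 s. Buffer 50mM HEPES pH 7.8, 0.5mM EDTA, 0.1 mg/ml BSA, 1mM TCEP, 0.01% Tween-20.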
* marks the source's active call; other numbers are inactive results; i = inactive; ? = inconclusive; . = no result given; [ ] = another dose, or the depositor's remark. Unless noted, calls come from the whole dose curve; as a rule, active = well fitted curve in the direction sought with a large enough effect; inconclusive = small, poorly fitted or top-dose-only effect, or another doubt; inactive = no such curve, though single readings can be large; an effect the other way counts as inactive or inconclusive. An excerpt; rates above refer to the full screens.

#	SMILES	TrxR1 substrate	TrxR1 inh	PI4K2A block	USP1 inh	HP1b binding inh	mIDH1 inhibitor	Tb PGK inh	Pin1 inh	GLS inhibitor
1	Nc1c(C(=O)Nc2ccccc2)sc2ncc([N+](=O)[O-])cc12	11.7%[57.1 µM]	11.4%[11.4 µM]	6.2	-10.3%	10.1%	-1.1%	-4.8%	2.8%	8.8%
2	CC(OC(=O)c1ccc(C(C)(C)C)cc1)C(=O)NC1CCCCC1C (centres undefined)	-7.4%	-7.0%	0.7	-4.5%	31.0%[activator]	0.1%	-0.5%	-1.3%	3.5%
3	O=C(NCc1ccccc1)c1ccc2c(c1)CCN2S(=O)(=O)c1ccccc1	1.4%	17.0%	1.8	-9.6%	1.6%	-4.1%	-7.9%	13.6%	10.3%
4	COc1ccc(-n2nnnc2SCC(=O)NC2CCCC2)cc1OC	-13.0%	-21.7%	4.4	-14.5%	22.5%	0.0%	i	7.2%	-3.1%
5	COc1ccc(C(=O)N2CCCC(Nc3ccc(F)cc3)C2)c(OC)c1 (centres undefined)	5.7%	7.8%	-4.2	-9.1%	5.8%	0.1%	-9.7%	9.2%	3.3%
6	Cc1ccccc1OCc1ccc(-c2nc(C#N)c(N3CCN(C)CC3)o2)o1	14.1%	-7.6%	-3.4	-5.2%	?	0.9%	-3.5%	-3.3%	15.1%
7	CSc1nnc(Cn2c(=O)sc3ccccc32)n1-c1ccccc1C	5.0%[57.1 µM]	13.6%[57.1 µM]	1.1	-8.0%	0.5%	0.5%	-6.8%	-3.2%	?
8	CN(C1CCCC1)C1CCN(C(=O)CNC(=O)/C=C/c2ccc(F)cc2)CC1	2.6%[57.1 µM]	?	-2.3	-18.1%	13.8%	7.6%	-2.3%	-5.0%	-0.1%
9	O=C(Nc1ccccc1OC(F)F)c1cc2c(s1)CCC2	5.1%	10.3%	-0.2	-19.5%	59.2%[activator]	9.9%	-9.4%	-1.5%	2.2%
10	CCOC(=O)C1CCN(C(=O)COC(=O)Cc2ccc(Cl)cc2)CC1	5.8%	17.4%	-3.9	-8.2%	44.3%[activator]	-1.4%	-3.6%	-4.1%	-0.2%
11	Cc1ccc(CNC(=O)c2nnn(-c3cccc(C)c3)c2N)cc1	-8.8%[57.1 µM]	11.4%	-2.4	-22.6%	45.5%[activator]	3.9%	i	-2.4%	1.2%
12	Cc1cccc(CN2C(=O)[C@H]3Cc4c([nH]c5ccccc45)C(C)(C)N3C2=O)c1	-7.5%	5.4%	4.4	.	?	.	i	-0.6%	1.7%
13	C=CCn1c(SCC(=O)NCc2ccccc2)nnc1-c1cc(Br)ccc1O	-2.0%[57.1 µM]	-1.3%[57.1 µM]	-3.1	-2.2%	19.9%	-0.7%	-10.4%	-1.0%	-8.8%
14	COc1ccccc1NS(=O)(=O)c1ccc(C)c(C(=O)N2CCN(c3ccc(O)cc3)CC2)c1	-8.0%	-18.3%	7.2	-9.4%	-33.8%	1.4%	-2.8%	-5.9%	-21.0%
15	CC12C=CC3(O1)C(C(=O)N(c1ccccc1)C3C(=O)NC1CCCC1)C2C(N)=O (centres undefined)	-8.2%	-2.7%	-2.0	5.1%	17.4%	6.6%	-8.0%	1.1%	3.0%
16	Cc1ccc(C(=O)n2nc(C)c(S(=O)(=O)N3CCCCCC3)c2C)cc1	-0.8%[57.1 µM]	-3.1%[57.1 µM]	-5.1	-19.3%	68.3%[activator][57 µM]	-10.1%	-14.2%	-1.7%	-3.1%
17	N#Cc1nc(Cc2cccc3ccccc23)oc1NCc1ccc(F)cc1	-0.9%[11.4 µM]	13.8%[11.4 µM]	2.6	-17.9%	?	5.3%	-2.6%	?	-3.4%
18	O=C(CN1C(=O)C(=O)c2ccccc21)OCN1C(=O)c2ccccc2C1=O	-5.8%	-9.2%[57.1 µM]	15.3	2.7%	48.6%[activator]	2.4%	4.1%	-4.3%	15.9%
19	O=C(CSc1nc2ccccc2c(=O)n1-c1ccc(Cl)cc1)c1ccco1	6.7%[57.1 µM]	10.1%[57.1 µM]	-6.3	-14.9%	-13.8%	3.8%	-0.9%	-0.9%	-10.0%
20	CC(=O)Nc1ccnn1C1CCN(C(=O)c2cccc(C)c2C)CC1	0.9%	21.2%	-1.7	-17.2%	53.7%[activator]	11.1%	-1.2%	-3.7%	1.5%
21	Cc1ccc(/C=C/C(=O)c2ccc(O)cc2)cc1	-3.7%	-12.3%	-15.2	-9.2%	14.0%	-9.8%	12.2%	-6.6%	4.8%
22	O=C(Nc1ccc(Cl)cc1)Nc1cnccn1	5.2%	4.0%	-4.8	-13.9%	11.9%	0.0%	-9.8%	-1.7%	8.5%
23	CC(C)OC(=O)C(C(=O)C(F)(F)F)c1cc(NS(=O)(=O)c2ccc3ccccc3c2)c2ccccc2c1O (centres undefined)	-13.5%	?	-2.4	-21.8%	?	-18.0%	i	59.3%[activator]	23.0%
24	CCCc1nn2c(=O)cc(COC(=O)CNC(=O)COc3ccc(C)cc3)nc2s1	5.9%[57.1 µM]	14.8%[57.1 µM]	2.2	-16.2%	28.5%	23.0%	6.4%	-1.7%	3.0%
25	CC1CCN(C(=O)Cn2c3ccccc3c3nc4n(c(=O)c32)CCS4)CC1	15.8%	25.1%	-0.2	-20.1%	45.5%[activator]	3.5%	-8.3%	-0.9%	-0.5%
26	Cc1cc(C)n(C(=O)Cn2nc([N+](=O)[O-])cc2C)n1	4.9%[57.1 µM]	28.7%[57.1 µM]	0.4	-17.7%	29.5%	0.3%	2.7%	-11.2%	-11.4%
27	CCc1cc(-c2onc(C)c2-c2cscn2)c(O)cc1OC	-5.9%[57.1 µM]	16.9%[57.1 µM]	4.9	-14.9%	35.8%	13.2%	-9.7%	3.4%	2.2%
28	COc1cccc(CC(C(=O)Nc2cc(C)ccc2C)c2nn[nH]n2)c1OC (centres undefined)	6.0%	10.4%	-4.9	-15.6%	32.6%[activator]	1.3%	-1.9%	-10.5%	-6.9%
29	CN(CCOc1ccc(Br)cc1)CC(O)c1ccccc1 (centres undefined)	5.4%	-4.3%	-0.7	-15.0%	?	0.0%	.	-2.0%	2.8%
30	CCN(CC)CCn1c2c(c(SCC(=O)Nc3nc4ccccc4s3)nc1=O)CCC2	5.6%[57.1 µM]	7.7%	-5.4	-25.6%	-0.2%	-1.5%	-8.2%	4.5%	8.7%
31	CC(Sc1cccc(C(F)(F)F)c1)C(=O)NC(N)=O (centres undefined)	9.3%[57.1 µM]	17.6%	-0.8	-6.6%	17.1%	7.3%	.	-2.4%	3.0%
32	CCC(O)(CCN1CCCCC1)c1ccccc1 (centres undefined)	11.8%[57.1 µM]	3.8%[57.1 µM]	8.5	-11.9%	8.3%	4.7%	-3.5%	5.0%	2.3%
33	Cc1cccc(N(C(=O)c2snc(C(N)=O)c2N)C(C(=O)NCC2CCCO2)c2ccc(N(C)C)cc2)c1C (centres undefined)	-0.8%	1.0%	-4.5	?	-10.1%	0.0%	i	-10.7%	18.5%
34	CC(C)(C)c1cc(N/C=C\c2nnnn2-c2ccc(Br)cc2)no1	3.6%	12.6%	-9.9	-13.7%	57.8%[activator]	8.3%	-3.0%	8.8%	-3.8%
35	Cc1cc(C)nc(N2CCCC(C(=O)NCCc3ccc(F)cc3)C2)n1 (centres undefined)	12.7%	31.1%	-0.5	-11.5%	15.4%	6.2%	-4.5%	-5.9%	-1.6%
36	CCCCc1ccc(NS(=O)(=O)c2cccs2)cc1	-6.7%	2.6%	1.0	?	52.6%[activator]	7.9%	-0.8%	8.2%	-0.9%
37	CCOc1cc(C(=O)NCc2ccc(-c3nc4ccccc4o3)cc2)cc(OCC)c1OCC	8.9%[11.4 µM]	-5.8%[11.4 µM]	2.8	-9.7%	13.8%	-1.3%	5.9%	10.4%	0.2%
38	O=C(Nc1ccc(Cl)cc1)c1cccc(OC(=S)N2CCOCC2)c1	-7.2%	-10.4%	2.0	-21.6%	24.9%	2.6%	9.1%	0.7%	5.9%
39	Cc1ccc(-n2c(SCC(=O)N(C)C)nnc2-c2ccco2)cc1	3.5%	4.3%	3.4	-3.7%	27.3%	-8.0%	0.1%	-1.1%	-0.4%
40	CCC(CC)c1nnc(NC(=O)C23CC4CC(CC(NC(C)=O)(C4)C2)C3)s1	-11.3%	-6.6%	1.3	-3.7%	11.9%	9.6%	-6.2%	-4.0%	1.9%

Compound activity as filed in PubChem BioAssay.
